High-throughput results (PubChem BioAssay)
Abeta rescue – compounds reversing amyloid beta toxicity in yeast; yeast expressing A-beta42, growth rescue, OD600, 48 h; response scale: 0% DMSO, 100% iron-clioquinol control; Potency, µM (highest dose often 46.1 µM), inactives show at the highest dose growth rescue, hits mostly activators; 410,000 tested, 0.063% active; further: potency means the concentration at half of the fitted maximal effect; nearly all actives have a fitted effect of over 55% in size
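Yeast A-beta toxicity model in growth medium with pinned compounds, 48 h at 30 C; growth read as absorbance at 600 nm. Normalized to FeCl3/clioquinol equimolar mix (positive) and DMSO (negative).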
D3 antag – D3 dopamine receptor (human) antagonism. P35462. D3R cells, DiscoveRx beta-arrestin luminescence, antagonist mode; hits give low values. max response, negative = inhibition, %. 360,000 tested, 2.5% active. AID 652054; in the data active means max response below about -50%; inconclusive means no clear call, values can overlap the other calls; further: on the % scale 0 is the no-effect control and ±100 the full control effect; mostly tested at two doses, the higher about 12 µM
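Cells plated overnight at 1500 cells/well, then exposed to library compounds with dopamine controls for 90 minutes at 37 degrees C. DiscoveRx reagent added for 30–60 minutes at room temperature; luminescence read, quantitative HTS format.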
TDP43 rescue – rescues yeast growth from TDP-43 toxicity | TDP-43 expressing yeast growth rescue, BacTiter-Glo, 24 h | 410,000 tested, 1.8% active | Potency, µM (highest dose often 46.1 µM), inactives show at the highest dose growth rescue (activation), most hits filed as activators; further: potency means the concentration at half of the fitted maximal effect; % of control where 0% means no effect; nearly all actives have a fitted effect of over 50% in size
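Yeast cells expressing TDP-43 under galactose induction are exposed to compounds for 24 hr at 30 deg C. BacTiter-Glo luminescence measures growth, so protective compounds score as activators.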
FUS suppressor – suppressors of FUS proteinopathy in yeast | S. cerevisiae FUS-expressing, growth rescue, OD600, 24 h | Potency, µM (highest dose often 76.6 µM), for inactives: top-dose growth rescue (activation), most hits filed as activators | 390,000 tested, 0.24% active | AID 1347120;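 further: potency means the concentration at half of the fitted maximal effect; plate controls were DMSO vehicle for no effect and reference control for full effect; nearly all actives have a fitted effect of over 55% in size; some results filed as inactive show a strong effect at the top dose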
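Restored growth of FUS-toxic S. cerevisiae, read as 600 nm absorbance after 24 h at 30C in galactose medium (starting OD 0.005). Controls CP55940 and DMSO.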
EPAC2 antag – blocks human EPAC2 exchange factor | Q8WZA2 | EPAC2 GEF exchange of Rap1B-BODIPY-GDP, fluorescence | Potency, µM (top dose mostly 114 µM), without a hit: at the top dose activity, negative = inhibition, usual class: inhibitors | 360,000 tested, 0.18% active | AID 720708; further: potency means the concentration at half of the fitted maximal effect; on the % scale 0 is the no-effect control and ±100 the full control effect; nearly all actives have a fitted effect of over 45% in size; many of its hits are not listed in these tables
Target sequence (Q8WZA2 whole entry, looked up): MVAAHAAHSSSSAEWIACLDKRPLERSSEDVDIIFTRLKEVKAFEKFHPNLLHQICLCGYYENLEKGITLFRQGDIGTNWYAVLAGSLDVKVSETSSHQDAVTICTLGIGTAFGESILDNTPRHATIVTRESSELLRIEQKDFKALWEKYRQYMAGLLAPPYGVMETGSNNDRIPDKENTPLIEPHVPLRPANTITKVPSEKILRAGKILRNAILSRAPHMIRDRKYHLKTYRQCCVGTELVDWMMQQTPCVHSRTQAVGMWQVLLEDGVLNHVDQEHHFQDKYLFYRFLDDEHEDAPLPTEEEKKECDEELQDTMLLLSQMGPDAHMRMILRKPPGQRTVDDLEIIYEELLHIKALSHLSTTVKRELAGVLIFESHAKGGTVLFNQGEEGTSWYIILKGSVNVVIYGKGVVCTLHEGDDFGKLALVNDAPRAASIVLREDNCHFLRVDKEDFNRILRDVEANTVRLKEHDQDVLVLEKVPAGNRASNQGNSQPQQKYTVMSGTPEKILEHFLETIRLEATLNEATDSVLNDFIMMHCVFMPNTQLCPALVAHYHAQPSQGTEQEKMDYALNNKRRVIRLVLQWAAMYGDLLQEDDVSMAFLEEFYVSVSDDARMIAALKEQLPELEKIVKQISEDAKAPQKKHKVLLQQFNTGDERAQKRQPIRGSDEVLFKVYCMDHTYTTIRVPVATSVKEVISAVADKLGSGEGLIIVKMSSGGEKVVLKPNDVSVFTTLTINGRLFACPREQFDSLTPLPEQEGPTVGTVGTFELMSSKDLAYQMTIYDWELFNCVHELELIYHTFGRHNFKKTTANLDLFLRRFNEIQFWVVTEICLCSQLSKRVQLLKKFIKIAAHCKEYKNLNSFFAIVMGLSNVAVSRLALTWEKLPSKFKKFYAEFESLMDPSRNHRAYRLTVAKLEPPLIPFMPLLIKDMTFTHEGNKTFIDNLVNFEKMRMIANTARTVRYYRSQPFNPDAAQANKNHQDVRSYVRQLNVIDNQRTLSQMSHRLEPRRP
EPAC2 agonist – agonists of human EPAC2 (RAPGEF4). 360,000 tested, 0.079% active. EPAC2 activation, biochemical qHTS; response scale: 100% = 6.5 mM cAMP response. Q8WZA2. Potency, µM (titrated, usually from 154 µM), without a hit: at the top dose activation, usual class: activators; further: potency means the concentration at half of the fitted maximal effect; nearly all actives have a fitted effect of over 50% in size
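Setup: EPAC2 100 nM, labeled Rap1B complex 250 nM, free GDP 50 uM. Compound titrations pinned in, brief spin, 5 min room temperature incubation. Kinetic fluorescence read over 30 min, normalized to 6.5 mM cAMP.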
aSyn yeast inh – alpha-synuclein toxicity inhibition in yeast; Yeast expressing alpha-synuclein, growth rescue, BacTiter-Glo, 24 h; Potency, µM (doses to about 46.1 µM), for the others: at the top dose growth rescue (activation), actives largely listed as activators; 370,000 tested, 0.14% active; further: potency means the concentration at half of the fitted maximal effect; % of control where 0% means no effect; nearly all actives have a fitted effect of over 65% in size
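Readout is rescue of growth in alpha-synuclein-expressing yeast, so inhibitors of toxicity appear as activators. Growth after 24 hr at 30 deg C in galactose medium is quantified by luminescence.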
DRD3 agonist – agonists of human D3 dopamine receptor. max activation, %. 410,000 tested, 0.58% active. D3R DiscoveRx beta-arrestin cells, luminescence, 90 min. AID 652048. P35462; in the data active means max activation above about 30%; further: 0% is about no effect; mostly tested at two doses, the higher about 12 µM
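Agonist mode: compounds and dopamine controls were applied to plated cells for 90 min at 37 degrees C after an overnight attachment at 1500 cells/well. Luminescent read-out followed 30 - 60 minutes at room temperature with DiscoveRx detection reagent.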
* = called active by the depositor; ? = inconclusive; · = not tested or not shown; [ ] = another dose, or the depositor's remark. Unless noted, the call rests on the fitted dose curve; in most records, active means well fitted curve in the direction sought with a large enough effect; inconclusive means small, poorly fitted or top-dose-only effect, or another doubt; inactive means no such curve, though single readings can be large; an effect the other way counts as inactive or inconclusive. Only part of the results is shown; count on the stated rates, not on these rows.

compound	DRD3 agonist	aSyn yeast inh	Abeta rescue	TDP43 rescue	FUS suppressor	EPAC2 antag	D3 antag	EPAC2 agonist
O=C(Nc1ccc(Cl)cc1)NC1CCCCC1	0.2	-7.3%	3.4%	-1.9%	4.3%	-6.4%	5.1	2.9%
Cn1c(SCC(=O)Nc2ccc3c(c2)OCCO3)nnc1-c1cccnc1	-8.1	4.7%	-4.6%	-0.5%	33.9%	-10.3%	-28.3	11.0%
Cc1ccc(-c2nc(-c3cc4cccc(OCc5ccc(F)cc5)c4oc3=O)no2)cc1	0.0	·	-9.3%	12.8%	-6.7%	·	·	·
CCOC(=O)c1sc(NC(=S)NC(=O)c2cccc(OC)c2)nc1C	6.0	-0.2%	1.5%	10.0%	-22.6%	-1.2%	16.3	4.0%
Cc1cccc(NC(=O)c2ccc3ccccc3n2)n1	-6.9	8.7%	-32.2%[inhibitor]	11.1%	7.6%	1.7%	19.3	3.7%
NC(=O)CN1CCOCCOCCOCCOCCOCC1	-3.5	-4.4%	2.8%	-2.6%	21.0%	-1.8%	-13.6	8.1%
Cc1ccc(-c2noc(CCC(=O)NCCc3ccccc3Cl)n2)cc1	1.5	0.8%	18.9%	10.0%	4.7%	12.7%	26.6	1.3%
COc1ccc(Cc2nnc(NC(=O)C3CC(=O)N(CCc4ccc(F)cc4)C3)s2)cc1OC (stereo unspecified)	-5.4	7.9%	?	-4.0%	24.1%	-10.5%	8.2	-4.1%
COc1ccc(N2CCN(S(=O)(=O)c3ccc(Br)s3)CC2)cc1	-3.6	·	-2.5%	-5.0%	-1.1%	-0.4%	46.6	7.0%
COc1cc(NC(=O)CN(c2ccc(C)cc2)S(=O)(=O)c2c(C)nn(C)c2C)cc(OC)c1	0.6	-2.2%	28.2%	4.4%	2.3%	-2.9%	?	1.9%
Cc1ccc(NC(=O)CSCC(=O)Nc2ccc(N3CCOCC3)c(Cl)c2)cc1	-16.7	-4.2%	-0.1%	-23.8%	17.0%	-1.3%	-6.2	-3.7%
O=C(COC(=O)c1ccc([N+](=O)[O-])cc1)Nc1ccc(Cl)cn1	-2.9	1.0%	-4.9%	-21.1%	-0.3%	-1.4%	11.7	3.0%
CCCCC(=O)NC(c1ccc(OC)cc1)c1ccc2cccnc2c1O (stereo unspecified)	7.4	9.3%	-20.5%	-16.0%	-8.4%	-13.0%	8.8	-5.7%
Cc1ccc(NC(=O)c2ccc(OC(=O)c3ccco3)cc2)cc1	-2.9	-14.2%	0.1%	-14.2%	7.4%	-2.0%	-10.1	16.6%
COc1ccccc1NC(=O)c1sc2nc(C)c(C(=O)Nc3ccc(C)cc3C)c(-c3ccco3)c2c1N	-15.1	-6.9%	-12.8%	12.0%	27.0%	·	·	·
Cc1nc(SCCC(=O)O)c2ccccc2n1	3.3	9.8%	4.8%	-10.3%	-5.3%	-0.8%	-7.7	10.3%
Nc1nc2c(ncn2[C@@H]2O[C@H](CNS(=O)(=O)N3CCc4ccccc4C3)[C@@H](O)[C@H]2O)c(=O)[nH]1	1.4	-7.0%	4.5%	24.1%	-5.4%	-3.7%	4.8	7.2%
Cc1ccc2c(C)[nH]c(=O)cc2c1	3.1	-6.4%	2.7%	11.6%	-20.1%	2.2%	-7.2	4.8%
COc1ccc(/C=C2\CCn3c2nc2cc(C(=O)O)ccc2c3=O)cc1O	-2.1	-1.3%	0.1%	1.4%	22.2%	-1.3%	3.6	-2.5%
Fc1ccccc1C(c1nnnn1Cc1ccc2c(c1)OCO2)N1CCN(Cc2ccccc2)CC1 (stereo unspecified)	-14.2	-6.8%	8.3%	-18.7%	7.1%	-18.7%	?	-2.7%
O=C(CCn1nc(-c2ccccc2)ccc1=O)N1CCCC1	10.5	4.1%	-6.6%	13.2%	-2.1%	6.9%	-6.1	9.6%
CCOC(=O)/C=C/c1ccc(C(F)(F)F)cc1S(=O)(=O)NC(C)(C)C	20.2	-0.3%	0.3%	22.8%	?	?	9.9	-9.3%
O=C(O)c1cnn2c(C(F)F)cc(C3CC3)nc12	1.4	1.0%	7.9%	-18.4%	4.2%	1.5%	-22.3	0.6%
Cc1ccsc1C(=O)OCc1nnc(-c2ccccc2)o1	-9.0	14.0%	21.2%	-5.2%	32.0%	-1.5%	-16.3	7.7%
O=C(c1ccc(CS(=O)c2ccccc2Cl)o1)N1CCN(c2cccc(C(F)(F)F)c2)CC1 (stereo unspecified)	-19.2	·	-8.6%	17.8µM*	?	·	·	·
CC(C)(C)NC(=O)Cn1c(Cl)nc2ccccc21	1.9	3.9%	3.2%	-2.3%	-33.1%	8.9%	-1.8	7.9%
COc1ccc(NC(=S)NC(=O)c2cncc(Br)c2)c(OC)c1	5.3	-4.9%	-1.8%	7.8%	-2.9%	0.6%	0.2	5.5%
CC(C)(C)C(=O)Cn1c(=O)n(-c2ccc(Cl)c(Cl)c2)c(=O)c2c3c(sc21)CCCC3	-5.7	·	-6.4%	19.3%	-13.7%	·	·	·
Cn1c(SCC(=O)Nc2ccc3c(c2)OCCO3)nnc1C1CC1	0.7	-1.3%	3.7%	-15.7%	-14.0%	13.1%	-5.2	0.4%
CCN(Cc1ccc(OC)c(F)c1)C(=O)C1CCCO1 (stereo unspecified)	4.3	-1.1%	3.9%	6.0%	14.2%	5.4%	9.9	-2.9%
Oc1cccc(C(O)CNCc2ccc(OCc3ccc(Cl)cc3Cl)cc2)c1 (stereo unspecified)	-4.8	-6.4%	-9.6%	5.6%	10.0%	-11.8%	-9.1	11.5%
O=C(CSc1nnc(-c2ccco2)o1)NC(=O)C1COc2ccccc2O1 (stereo unspecified)	3.3	-0.4%	10.3%	-9.1%	16.8%	-2.5%	-55.3*	5.2%
COc1ccc(C2(C)NC(=O)N(CC(=O)NCc3ccccc3)C2=O)cc1OC (stereo unspecified)	15.2	-1.9%	9.1%	3.7%	1.0%	4.3%	5.4	0.7%
COc1ccc(C(=O)Oc2ccc(/C=N/Nc3ccc(Cl)c(C(=O)O)c3)cc2OC)cc1	10.3	-1.2%	4.6%	-14.0%	21.5%	20µM*	9.4	-16.3%
O=c1[nH]c(C2CCN(S(=O)(=O)c3ccc([N+](=O)[O-])cc3)CC2)nc2c1nnn2Cc1ccccc1	1.1	3.2%	-0.7%	6.8%	-9.9%	-2.8%	3.4	8.5%
Cc1ccc(Nc2c(-c3ccc(N(C)C)cc3)nc3ncccn23)cc1	3.5	-2.7%	-14.1%	-1.8%	36.1%	10.2%	6.3	-5.7%
CCOC(=O)C(CCCOc1ccc(C)cc1)C(=O)OCC	-4.7	-0.6%	8.7%	-11.7%	-1.1%	-8.2%	28.4	0.0%[15.6 µM]
O=C(N/N=C/c1sc(N2CCOCC2)nc1-c1ccccc1)c1ccccc1O	2.0	-5.6%	8.9%	14.1µM*	44.9%	-3.0%	3.6	1.8%
O=C(COC(=O)c1ccc2ccccc2n1)NCc1ccccc1	2.2	-12.7%	-1.6%	18.2%	-5.9%	3.4%	2.2	9.4%
O=C1c2ccccc2C(Nc2ccc3c(c2)OCCO3)N1Cc1ccccc1 (stereo unspecified)	-0.2	-1.6%	5.9%	?	20.1%	-11.0%	-6.2	9.9%

A run of entries taken from the entries so far, as a working copy:
compound	DRD3 agonist	aSyn yeast inh	Abeta rescue	TDP43 rescue	FUS suppressor	EPAC2 antag	D3 antag	EPAC2 agonist
O=C(Nc1ccc(Cl)cc1)NC1CCCCC1	0.2	-7.3%	3.4%	-1.9%	4.3%	-6.4%	5.1	2.9%
Cn1c(SCC(=O)Nc2ccc3c(c2)OCCO3)nnc1-c1cccnc1	-8.1	4.7%	-4.6%	-0.5%	33.9%	-10.3%	-28.3	11.0%

(cont.)
compound	DRD3 agonist	aSyn yeast inh	Abeta rescue	TDP43 rescue	FUS suppressor	EPAC2 antag	D3 antag	EPAC2 agonist
Cc1ccc(-n2ccnc(NCCc3ccc(S(N)(=O)=O)cc3)c2=O)cc1C	-8.3	·	-10.7%	1.4%	17.3%	·	·	·
Cc1ccc(S(=O)(=O)N2CCCc3cc(NC(=O)c4ccc(F)c(F)c4)ccc32)cc1	-3.6	·	-1.7%	22.3%[9.22 µM]	-13.4%	·	·	·
COc1ccc(N(CC(=O)N/N=C/c2ccc(N(C)C)cc2)S(=O)(=O)c2ccccc2)cc1	3.4	0.4%	-8.8%	-8.4%	?	5.9%	-10.8	-0.4%
Cc1c(Cl)cccc1N/C(SCC(=O)N1CCCCCC1)=C(/C#N)c1nc2ccccc2s1	1.5	3.7%	10.7%	-4.5%	·	4.5%	4.2	12.1%
CCc1c(C)sc2c1CCN(C(=O)Nc1ccccc1Cl)C2c1ccc(OC)cc1 (stereo unspecified)	-2.0	·	-2.9%	-7.6%	9.3%	·	·	·
COC(=O)c1ccc(C2c3c(n[nH]c3C)C(=O)N2c2ccc(C)cc2)cc1 (stereo unspecified)	1.6	-1.7%	6.7%	0.0%	19.7%	-14.8%	4.6	4.2%
Cc1c(NC(=O)/C=C/c2cn(-c3ccccc3)nc2-c2ccc(F)cc2)c(=O)n(-c2ccccc2)n1C	6.0	13.2%	4.1%	?	?	3.1%	20.5	4.7%
O=C(O)C1=C(C2CCCCC2)C(=O)c2ccccc21	-1.5	13.7%	6.1%	0.0%	·	5.5%	2.7	4.0%
CCC(=O)c1cc(F)c(N2CCN(S(=O)(=O)c3ccccc3)CC2)cc1C	0.8	10.0%	-6.7%	0.8%	-0.9%	-1.4%	6.1	7.7%
Cc1ccc(C(=O)NCc2ccco2)cc1Br	-11.9	-8.3%	8.0%	-18.9%	?	-5.8%	?	-4.2%
C/C(Cl)=C/Cn1c(NCCCn2ccnc2)nc2c1c(=O)[nH]c(=O)n2C	-5.7	-10.6%	1.6%	-12.1%	20.3%	13.9%	-19.6	-2.7%
Cc1ccc(CNC(=O)CN2C(=O)COc3ccc(C)cc32)cc1	0.3	·	19.7%	2.0%	-28.2%	3.4%	10.3	-1.5%
Cc1ccc(NC(=O)Cc2ccc(-c3ccccc3)cc2)nc1	-13.8	6.6%	?	7.08µM*	22.6%	-0.5%	-11.6	13.5%
CCn1c(SCC(=O)NC(=O)Nc2ccc3c(c2)OCCO3)nnc1-c1cccs1	-7.6	-2.2%	6.4%	-1.6%	40.8%	0.4%	-13.6	7.1%
